HPDE-C7K KRASV12: cytotoxicity in KRAS-transformed pancreatic duct cells, primary screen, cell-based, fluorescence, HTS (AID 431); HPDE-C7K KRASV12 cells, Alamar Blue viability, 48 h; higher % means a stronger effect; one-dose cytotoxicity, % at 10 µM; EC50 in µM for titrated hits; hit rate 1.7% among 63,000;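 active = compounds whose percent cytotoxicity in the single-dose primary screen, scaled between solvent and toxic-drug controls, exceeds 50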;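 note: 0% = DMSO solvent wells and 100% = doxorubicin-treated wells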
PMK inhibit: blocks S. pneumoniae phosphomevalonate kinase | purified PMK, PK/LDH-coupled NADH absorbance 340 nm | inhibition, % at 10 µM | hit rate 0.49% among 65,000 | AID 539;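 active = top-ranked compounds by inhibition in the single 10 µM screen, taking a fixed number of the strongest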;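 note: 0% = full reaction with DMSO carrier and 100% = background rate without enzyme reaction; no value below 0 was filed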
LYP inhibition: LYP phosphatase inhibitors, primary screen, biochemical, DiFMUP fluorescence, recombinant catalytic domain, 10 µM (AID 606); recombinant LYP catalytic domain, DiFMUP fluorescence; higher % means a stronger effect; 52,000 tested, under 10 active; one-dose inhibition, % at 10 µM; IC50 in µM for titrated hits;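 active = IC50 under 40 µM in the dose-response test; inactive = IC50 of 40 µM or more, or never dose-tested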
Spn DPM-DC inh: blocks S. pneumoniae diphosphomevalonate decarboxylase | purified DPM-DC, PK/LDH coupled NADH fluorescence | hit rate 0.49% among 65,000 | calls only at 10 µM | AID 556;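 active = the 320 compounds with the highest percent inhibition in the single-dose primary screen, excluding strongly autofluorescent ones, cut at about 32% in these data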;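 note: kinetic rate of NADH fluorescence loss reporting ADP formed by the decarboxylase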
TNAP inhibition: inhibition of tissue-nonspecific alkaline phosphatase – biochemical, luminescent (AID 518); purified TNAP enzyme, luminescent substrate readout; higher % means a stronger effect; inhibition, % at 20 µM, or IC50 in µM where a hit was titrated; hit rate 0.09% among 64,000; in the data active = a potency from the dose series; inactive = the rest, 99 in 100 with inhibition below about 22%;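 note: plate controls were vehicle for no effect and reference inhibitor for full effect; many of its hits are not listed in these tables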
HT1080 cytotoxicity: HT1080 cell viability loss – fluorescence readout (AID 620); HT1080 viability, fluorescence; higher % means a stronger effect; cytotoxicity, % at 10 µM; hits with a dose series show EC50 in µM; hit rate 0.42% among 87,000;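 note: cells exposed to compound overnight then 4 h with Alamar Blue; 0% = vehicle DMSO and 100% = killing control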
MK inhibit: inhibitors of Streptococcus pneumoniae mevalonate kinase; hit rate 0.48% among 65,000; purified MK, PK/LDH-coupled NADH absorbance 340 nm; AID 555; inhibition, % at 10 µM;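 active = ranked among the strongest by inhibition in the single 10 µM screen, a fixed top-ranked set picked for dose follow-up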; note: no value below 0 was filed
HPDE-C7 cytotoxicity: HPDE-C7 pancreatic duct cell viability loss – fluorescence, HTS (AID 430) | HPDE-C7 pancreatic duct cells viability, fluorescence; higher % means a stronger effect | hit rate 1.8% among 63,000 | cytotoxicity, % at 10 µM; hits with a dose series show EC50 in µM;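 note: cells exposed to compound for 48 hours before viability readout; 0% = vehicle and 100% = reference cytotoxic drug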
Bfl-1 displacement: Bfl-1 inhibitors, primary screen, biochemical, fluorescence polarization, FITC-Bid, mouse (AID 432); FITC-Bid BH3 peptide fluorescence polarization displacement; higher % means a stronger effect; one-dose displacement, % at 20 µM; IC50 in µM for titrated hits; hit rate 0.02% among 64,000; in the data active = a potency from the dose series; inactive = the rest, 99 in 100 with displacement below about 15%; note: strong numbers were not always called active
PMK inhibit pilot replicates: recorded beside PMK inhibit, whose call it bears; inhibition, %; measured here: pilot screen replicates
MK inhibit pilot replicates: further read-out of MK inhibit, marked with its call; inhibition, %; measured here: pilot screen replicates
Spn DPM-DC inh pilot screen %: recorded beside Spn DPM-DC inh, whose call it bears; inhibition, %; measured here: pilot screen trials
Active calls of the source: *; i = inactive; . = no result given. Cut-off read from the data, not from the text of the source, unless noted: active = cytotoxicity above about 50%; inactive = the rest. Hits appear at their usual frequency. Share with any hit: about 3.3%.

The opening 9 compounds, ahead of the listing:
SMILES	HPDE-C7K KRASV12	PMK inhibit	LYP inhibition	Spn DPM-DC inh	TNAP inhibition	HT1080 cytotoxicity	MK inhibit	HPDE-C7 cytotoxicity	Bfl-1 displacement	others
CCOC(=O)C1=C[C@]2(CC)CCCN3CCc4c(n1c1ccccc41)[C@@H]32	20%	14	25%	i	7%	-8%	6	0%	5%	PMK inhibit pilot replicates=3.5;MK inhibit pilot replicates=0.0;Spn DPM-DC inh pilot screen %=0.5
c1ccc(-n2ncc3c(N4CCCCC4)ncnc32)cc1	4%	0	0%	i	13%	.	4	-8%	0%	PMK inhibit pilot replicates=0.0;MK inhibit pilot replicates=0.0;Spn DPM-DC inh pilot screen %=1.0
O=C(Cn1ncc2c(=O)oc3ccccc3c21)Nc1nc2ccccc2s1	13%	9	5%	i	16%	-7%	6	8%	11%	PMK inhibit pilot replicates=4.5;MK inhibit pilot replicates=2.5;Spn DPM-DC inh pilot screen %=2.0
COc1ccccc1NS(=O)(=O)c1ccc(Br)s1	23%	10	.	i	8%	10%	0	19%	-5%
Cn1nnnc1SCC(=O)NCc1ccco1	-4%	11	10%	i	4%	-6%	13	-11%	0%	PMK inhibit pilot replicates=0.0;MK inhibit pilot replicates=0.0;Spn DPM-DC inh pilot screen %=0.0
CCCCOc1ccc(OCCCC)c2c1NC1(N2)C(=O)N(C(C)=O)c2ccccc21	60%*	10	18%	i	6%	5%	0	70%*	-5%
COC(=O)c1cc(-c2ccc(Br)cc2)on1	-4%	11	12%	i	6%	-6%	5	1%	-3%
O=C1OCCC1Sc1nnc(-c2ccco2)o1 (stereo not drawn)	-13%	13	4%	i	9%	-8%	6	-9%	-3%
CC(C)CNS(=O)(=O)c1ccc(S(=O)(=O)N2CCN(CCC#N)CC2)cc1	-9%	1	.	i	4%	-2%	1	5%	-6%

This part in full, from the first entry:
SMILES	HPDE-C7K KRASV12	PMK inhibit	LYP inhibition	Spn DPM-DC inh	TNAP inhibition	HT1080 cytotoxicity	MK inhibit	HPDE-C7 cytotoxicity	Bfl-1 displacement	others
CCOC(=O)C1=C[C@]2(CC)CCCN3CCc4c(n1c1ccccc41)[C@@H]32	20%	14	25%	i	7%	-8%	6	0%	5%	PMK inhibit pilot replicates=3.5;MK inhibit pilot replicates=0.0;Spn DPM-DC inh pilot screen %=0.5
c1ccc(-n2ncc3c(N4CCCCC4)ncnc32)cc1	4%	0	0%	i	13%	.	4	-8%	0%	PMK inhibit pilot replicates=0.0;MK inhibit pilot replicates=0.0;Spn DPM-DC inh pilot screen %=1.0
O=C(Cn1ncc2c(=O)oc3ccccc3c21)Nc1nc2ccccc2s1	13%	9	5%	i	16%	-7%	6	8%	11%	PMK inhibit pilot replicates=4.5;MK inhibit pilot replicates=2.5;Spn DPM-DC inh pilot screen %=2.0
COc1ccccc1NS(=O)(=O)c1ccc(Br)s1	23%	10	.	i	8%	10%	0	19%	-5%
Cn1nnnc1SCC(=O)NCc1ccco1	-4%	11	10%	i	4%	-6%	13	-11%	0%	PMK inhibit pilot replicates=0.0;MK inhibit pilot replicates=0.0;Spn DPM-DC inh pilot screen %=0.0
CCCCOc1ccc(OCCCC)c2c1NC1(N2)C(=O)N(C(C)=O)c2ccccc21	60%*	10	18%	i	6%	5%	0	70%*	-5%
COC(=O)c1cc(-c2ccc(Br)cc2)on1	-4%	11	12%	i	6%	-6%	5	1%	-3%
O=C1OCCC1Sc1nnc(-c2ccco2)o1 (stereo not drawn)	-13%	13	4%	i	9%	-8%	6	-9%	-3%
CC(C)CNS(=O)(=O)c1ccc(S(=O)(=O)N2CCN(CCC#N)CC2)cc1	-9%	1	.	i	4%	-2%	1	5%	-6%
COc1ccc(C(C)=O)c(OC(=O)c2ccc(OC)c(OC)c2)c1	-11%	2	-17%	i	4%	9%	0	-6%	7%	PMK inhibit pilot replicates=0.0;MK inhibit pilot replicates=0.0;Spn DPM-DC inh pilot screen %=0.0
Cc1nc(C)c(C(=O)NCc2ccccc2Cl)o1	-6%	12	.	i	6%	12%	10	-11%	-11%
Nc1sccc1C(=O)c1ccc(Cl)cc1	12%	4	1%	i	11%	3%	12	3%	2%	PMK inhibit pilot replicates=0.5;MK inhibit pilot replicates=0.5;Spn DPM-DC inh pilot screen %=0.0
O=C(c1ccsc1)N1CCN(C(=O)c2cccs2)CC1	-1%	0	2%	i	4%	0%	4	-7%	-4%
CCOC(=O)c1ccc(NC(=O)Nc2ccc3c(c2)OCCO3)cc1	.	3	7%	i	4%	0%	18	.	3%
CC1CCCN(C(=O)C2CCN(CC3CC=CCC3)CC2)C1 (stereo not drawn)	2%	8	7%	i	7%	-3%	25	-4%	1%
CN(C)S(=O)(=O)c1cccc(-c2nnc(SCc3ccc4c(c3)OCCO4)o2)c1	-3%	6	6%	i	6%	6%	10	2%	5%
CSc1nc2ccccc2n1C(=O)NC1CCCCC1	-49%	7	17%	i	6%	-2%	4	-40%	-6%
Cc1ccccc1NC(=O)CCN1CCN(C/C=C/c2ccccc2)CC1	7%	0	7%	i	2%	-4%	9	12%	-3%
COC(=O)c1ccccc1NC(=O)N1CCN(C(=O)c2ccco2)CC1	-1%	11	11%	i	-6%	2%	7	-13%	-2%
Cc1ccc(N2CC(C(=O)N3CCc4ccccc43)CC2=O)cc1 (stereo not drawn)	.	8	6%	i	0%	-7%	6	.	-5%
CC(=O)N=c1cccc(NC(C)=O)n1O	-2%	6	.	i	-3%	-8%	0	2%	-4%
CC(=O)c1ccc(NC(=O)C2CCCNC2=O)cc1 (stereo not drawn)	-14%	14	15%	i	12%	-8%	14	-26%	0%
CCCCn1c(-c2ccsc2)nc2c1c(=O)[nH]c(=O)n2CCC	-2%	9	-1%	i	14%	-2%	6	1%	-5%
CC(C)(C)n1nnnc1C(c1cccs1)N1CCCC2(CCCCC2)C1 (stereo not drawn)	-14%	2	6%	i	6%	-6%	0	-17%	3%
CCc1nnc(-n2nc(C)cc2-c2ccccc2)n1N	2%	10	6%	i	14%	3%	5	0%	0%	PMK inhibit pilot replicates=3.5;MK inhibit pilot replicates=1.5;Spn DPM-DC inh pilot screen %=0.0

Other structures follow:
SMILES	HPDE-C7K KRASV12	PMK inhibit	LYP inhibition	Spn DPM-DC inh	TNAP inhibition	HT1080 cytotoxicity	MK inhibit	HPDE-C7 cytotoxicity	Bfl-1 displacement	others
CC1Cc2ccccc2N1C(=O)CSC1=NCCS1 (stereo not drawn)	-4%	10	.	i	6%	3%	5	11%	2%
COc1ccccc1Nc1nc(N)nc(CSCCO)n1	2%	13	1%	i	7%	3%	11	0%	1%
CCS(=O)(=O)c1nc2ccccc2n1Cc1ccccc1Cl	2%	0	-6%	i	13%	-4%	4	-3%	3%	PMK inhibit pilot replicates=7.5;MK inhibit pilot replicates=0.5;Spn DPM-DC inh pilot screen %=1.0
O=C(CSCc1ccc(F)cc1)NC1CCCC1	7%	11	11%	i	18%	2%	0	-5%	-7%	PMK inhibit pilot replicates=4.0;MK inhibit pilot replicates=0.0;Spn DPM-DC inh pilot screen %=1.5
COc1cccc(-c2nc(-c3ccccc3)no2)c1	-8%	4	-8%	i	6%	1%	6	-17%	-9%
CCOC(=O)c1c(C)n(C)c2ccc(OC)c(NC(=O)CN3CCC4(CC3)OCCO4)c12	0%	0	10%	i	12%	6%	5	7%	-6%
COc1ccc2cc(S(=O)(=O)N3CCN(C)CC3)ccc2c1	-18%	1	1%	i	10%	-3%	3	-11%	-1%
CC1CCc2nn(CC(=O)NC3CCCC(C)C3C)cc2C1 (stereo not drawn)	2%	5	12%	i	-1%	-1%	6	-8%	6%
CC(C)CC(NC(=O)c1ccco1)C(=O)Nc1ccc2c(c1)OCCO2 (stereo not drawn)	2%	0	9%	i	7%	-4%	3	-6%	-7%
CCOC(=O)c1oc2ccccc2c1NC(=O)COc1ccc(F)cc1	6%	15	-13%	i	3%	3%	8	0%	-4%
OCc1ccccc1N=c1ssnc1Cl	7%	0	-5%	i	4%	-1%	16	-5%	12%
COc1ccccc1OCC(=O)NCCc1nc2ccccc2[nH]1	-7%	0	-2%	i	8%	-3%	6	-2%	-1%
Cc1ccc(C(CC(=O)N2CCCC2)c2ccccc2)c(O)c1C (stereo not drawn)	-9%	1	-4%	i	2%	-6%	5	-17%	-4%
O=C(NCCCN1CCN(c2cccc(Cl)c2)CC1)c1cccc(N2CCCC2=O)c1	-6%	23	-12%	i	4%	6%	0	-22%	5%
O=C(NCc1cccnc1)c1ccc(Cl)c(Cl)c1	-14%	4	1%	i	20%	5%	6	-18%	-7%	PMK inhibit pilot replicates=0.0;MK inhibit pilot replicates=0.0;Spn DPM-DC inh pilot screen %=0.0
CCOC(=O)Cn1c(=O)oc2cc(S(=O)(=O)Nc3ccc(N(CC)CC)cc3C)ccc21	-2%	12	6%	i	2%	2%	6	18%	1%
CCOc1ccc(C2CC(c3cccc(Cl)c3)n3nc(N)nc3N2)cc1 (stereo not drawn)	-3%	10	7%	i	8%	1%	3	4%	-4%
CCCS(=O)(=O)N1CCCC(C(=O)NCCCOC(C)C)C1 (stereo not drawn)	6%	8	.	i	4%	-9%	0	4%	2%
CSc1nc2ccc(S(=O)(=O)N3CCOCC3)cc2s1	20%	7	13%	i	14%	10%	9	6%	-1%	PMK inhibit pilot replicates=0.0;MK inhibit pilot replicates=0.0;Spn DPM-DC inh pilot screen %=3.5
O=C(COc1ccc(Br)cc1CO)Nc1ccc(F)cc1	3%	4	.	i	14%	-2%	3	3%	0%
Clc1cc(NCc2cccs2)ccc1N1CCOCC1	-4%	11	17%	i	1%	8%	6	3%	-1%
COC(=O)c1c(C)n(-c2ccccc2)c2ccc(O)cc12	21%	10	.	i	0%	17%	0	11%	-2%
CCCCCn1c(CN2CCN(CCO)CC2)nc2c1c(=O)n(C)c(=O)n2C	-13%	3	4%	i	-6%	1%	8	-29%	1%
CCCc1[nH][nH]c(=O)c1C(c1ccccc1)C(C#N)C#N (stereo not drawn)	-7%	0	-6%	i	13%	3%	12	-10%	-4%
COc1ccc(CCNC(=O)C2CCCN2C(=O)Nc2cccc(C(C)=O)c2)cc1OC (stereo not drawn)	-7%	4	-2%	i	6%	0%	7	-6%	4%

Continuation:
SMILES	HPDE-C7K KRASV12	PMK inhibit	LYP inhibition	Spn DPM-DC inh	TNAP inhibition	HT1080 cytotoxicity	MK inhibit	HPDE-C7 cytotoxicity	Bfl-1 displacement	others
C=CCNC(=O)C(C)N1C(=O)c2ccccc2C1=O (stereo not drawn)	-1%	0	5%	i	2%	2%	3	3%	-2%
COc1cc2[nH]c(=S)n(CCN3CCCCC3C)c(=O)c2cc1OC (stereo not drawn)	-4%	14	.	i	10%	9%	5	-7%	0%
CCSc1nnc(NC(=O)c2cccs2)s1	22%	0	0%	i	8%	-4%	7	10%	-8%
CCOCC(=O)Nc1ccc(S(=O)(=O)NCCc2ccccc2)cc1	4%	8	-1%	i	8%	5%	5	4%	-1%
COc1cc(C)c(Br)cc1S(=O)(=O)N1CCOCC1	5%	8	-12%	i	1%	11%	6	-10%	-6%	PMK inhibit pilot replicates=3.0;MK inhibit pilot replicates=2.0;Spn DPM-DC inh pilot screen %=1.5
COCCCNc1ncnc2c1cnn2-c1ccc(C)cc1C	.	15	.	i	.	4%	12	.	.
